Compound activity (PubChem BioAssay)
rCAG binder: molecules binding r(CAG) RNA repeats; r(CAG) RNA repeat, TO-PRO-1 dye displacement fluorescence; inhibition, % at 3 µM; actives 1.3% (n = 370,000);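 active = inhibition above the plate cutoff, the mean of all test compounds on that plate plus 3 SD, cut at about 35% in these data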;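 also: 0% = DMSO alone and 100% = 100 µM mitoxantrone as full dye displacement; higher means more dye released from RNA so lower well fluorescence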
TDP2 inh: blocks human TDP2 phosphodiesterase activity; O95551; recombinant TDP2, T5PNP hydrolysis, p-nitrophenol absorbance 415 nm; inhibition, % at 12.8 µM; actives 0.34% (n = 370,000); AID 720702;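 active = inhibition above the mean of all tested compounds plus 3 SD, set per campaign, cut at about 25% in these data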;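 also: 0% = DMSO with enzyme and 100% = buffer with substrate but no TDP2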
Target sequence (O95551 whole entry, looked up): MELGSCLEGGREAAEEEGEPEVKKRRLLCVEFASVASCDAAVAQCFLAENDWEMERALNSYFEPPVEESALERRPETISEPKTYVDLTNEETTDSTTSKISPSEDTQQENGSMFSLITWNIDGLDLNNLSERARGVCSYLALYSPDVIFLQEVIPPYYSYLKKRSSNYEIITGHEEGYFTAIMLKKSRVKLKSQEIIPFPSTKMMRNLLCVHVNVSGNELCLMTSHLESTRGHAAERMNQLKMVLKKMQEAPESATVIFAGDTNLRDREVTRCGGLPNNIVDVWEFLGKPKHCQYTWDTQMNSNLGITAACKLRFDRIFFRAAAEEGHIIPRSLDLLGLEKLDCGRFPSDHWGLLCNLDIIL
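Read-out basis: percent inhibition. System: recombinant human TDP2. Buffer or medium: Mg2+-containing Tris-HCl buffer, pH 7.5. Repeats: single replicate. Timing: reaction 2 h, 37 °C. Benchmarks: high control without enzyme, low control DMSO plus TDP2. Probe or stimulus: 5 mM T5PNP. Doses: 12.8 µM only. Measured by: epi absorbance of p-nitrophenol freed from T5PNP by hydrolysis.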
HTRA1 inhibitor: inhibitors of human serine peptidase HTRA1; Q92743; recombinant HTRA1, FP-rhodamine activity-based probe, fluorescence polarization; inhibition, % at 5.96 µM; actives 0.5% (n = 340,000); AID 504803; in the data active = inhibition above about 36%;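 also: 0% = enzyme with DMSO and 100% = wells lacking enzyme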
LEDGF integ inh: blocks HIV-1 LEDGF/p75-dependent DNA integration; TR-FRET IN-LEDGF/p75 DNA integration, Eu/Cy5; inhibition, % at 3.7 µM; actives 0.64% (n = 370,000);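 active = inhibition above the screen-wide mean plus 3 SD, cut at about 13% in these data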;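 also: signal is the Cy5 over europium emission ratio at 671 and 618 nm; 0% = plate median of compound wells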
SIAE primary: human SIAE inhibition, primary screen; Q9HAT2; SIAE FP-Rh probe binding, fluorescence polarization; inhibition, % at 9.66 µM; actives 0.69% (n = 370,000);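 active = inhibition above a cutoff: mean of compounds within the control limits plus 3 SD of those, cut at about 17% in these data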;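 also: 0% = plate median of compound wells and 100% = probe without SIAE protein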
TCR-CD3 inh: human TCR-CD3 binding inhibition. TAMRA-labeled TCR probe fluorescence, biochemical. inhibition, % at 9.4 µM. actives 0.37% (n = 360,000). AID 651800; in the data active = inhibition above about 19%;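 also: recombinant mutant TCR 2C K166C tagged with TAMRA read by polarization; 0% = receptor in buffer alone and 100% = receptor with positive control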
PG9 binder: binds the HIV-1 gp120 antibody PG9 | actives 0.43% (n = 360,000) | inhibition, % at 6.7 µM | TR-FRET gp120-PG9 antibody binding; in the data active = inhibition above about 8.5%
PRMT1 FP inh: inhibitors of human PRMT1; inhibition, % at 2.79 µM; Q99873; actives 1.3% (n = 370,000); recombinant PRMT1, activity-based probe fluorescence polarization;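 active = inhibition above about 21% made by adding two undisclosed values, limit read from the data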
Target sequence (Q99873 whole entry, looked up): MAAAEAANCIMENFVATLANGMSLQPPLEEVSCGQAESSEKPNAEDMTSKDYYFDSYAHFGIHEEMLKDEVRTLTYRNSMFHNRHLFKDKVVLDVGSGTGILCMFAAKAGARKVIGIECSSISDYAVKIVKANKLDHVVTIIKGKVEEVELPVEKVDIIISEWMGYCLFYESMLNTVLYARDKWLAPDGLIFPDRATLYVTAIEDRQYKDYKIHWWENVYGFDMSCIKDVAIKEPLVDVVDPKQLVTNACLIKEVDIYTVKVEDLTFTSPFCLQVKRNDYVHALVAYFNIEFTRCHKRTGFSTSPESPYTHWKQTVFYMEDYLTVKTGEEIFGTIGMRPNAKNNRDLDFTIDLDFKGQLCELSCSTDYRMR
ABHD4 inh: inhibitors of mouse ABHD4 | inhibition, % at 8.92 µM | Q8VD66 | AID 720543 | actives 0.54% (n = 370,000) | purified mABHD4, FP-Rh probe fluorescence polarization;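 active = inhibition exceeding the mean over every tested compound plus 3 SD, cut at about 30% in these data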;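 also: 0% = plate median of compound wells and 100% = S159A mutant with DMSO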
Target sequence (Q8VD66 whole entry, looked up): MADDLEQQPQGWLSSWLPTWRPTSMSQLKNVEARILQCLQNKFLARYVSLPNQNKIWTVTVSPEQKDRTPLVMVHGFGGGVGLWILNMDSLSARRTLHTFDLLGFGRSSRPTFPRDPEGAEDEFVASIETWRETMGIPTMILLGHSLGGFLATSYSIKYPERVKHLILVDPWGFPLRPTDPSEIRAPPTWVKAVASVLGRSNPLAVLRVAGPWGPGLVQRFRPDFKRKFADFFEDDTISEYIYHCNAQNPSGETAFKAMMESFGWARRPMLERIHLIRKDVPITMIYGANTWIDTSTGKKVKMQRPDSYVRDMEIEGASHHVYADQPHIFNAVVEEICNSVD
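assay system = mABHD4 protein | compound dosing = single nominal dose of 8.92 µM, 0.89% DMSO final | read-out basis = percent inhibition of probe binding, normalized to plate controls | schedule = Enzyme–compound pre-incubation 45 min, then probe 60 min, both 25 °C | detection = fluorescence polarization, excitation 525 nm, emission 598 nm, BODIPY TMR filters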
NR1D1 modulator: Rev-erb alpha (human) modulation; Rev-erbα–FITC-DNA binding, fluorescence polarization, 90 min; P20393; actives 0.79% (n = 370,000); activity, % at 10 µM;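 active = activity above about 14%, limit read from the data; passing the limit was not always enough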;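 also: 0% = DMSO wells with 35 nM protein and 100% = DMSO wells with 750 nM protein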
Starred values were filed as active, the others as inactive; . = no result given.

Under each structure: rCAG binder	TDP2 inh	HTRA1 inhibitor	LEDGF integ inh	SIAE primary	TCR-CD3 inh	PG9 binder	PRMT1 FP inh	ABHD4 inh	NR1D1 modulator
(1) CC1CCCCN1C(=O)Cn1nnc(-c2cccnc2)n1 (stereo not given)
  -1	1	-2	-2	1	3	-0.9	19	1	0
(2) COCCNC(=O)c1ccc(N2CC3CC(C2)c2cccc(=O)n2C3)c(NC(=O)c2ccc(F)cc2)c1 (stereo not given)
  1	-24	3	3	-9	3	-2.3	-7	-7	2
(3) COc1ccc(NC(C)C(=O)N2CCN(Cc3ccccc3)CC2)cc1 (stereo not given)
  -4	-29	-3	6	-2	-2	1.7	-3	-10	5
(4) COCC(C)(C)COS(N)(=O)=O
  -2	14	4	-1	7	-1	1.8	-6	0	6
(5) N#Cc1cccnc1N1CCN(C(=O)c2cccs2)CC1
  -6	4	-2	2	1	6	-1.3	-1	-2	-5
(6) Cc1noc(C)c1C(=O)NC1=NCCS1
  -2	-4	-6	3	-9	2	-0.9	5	11	-1
(7) CC(C)CN(C(=O)CSc1nncn1-c1ccccc1)c1c(N)n(CC(C)C)c(=O)[nH]c1=O
  -5	-2	4	-3	7	4	1.6	5	3	3
(8) Cc1cccc(N2CCN(C(C(=O)NCc3ccccc3)c3ccc(C(F)(F)F)cc3)CC2)c1C (stereo not given)
  2	11	.	2	9	0	0.3	0	0	-1
(9) CCCC(=O)NNc1cc(=O)c2c(=O)n(C)c(=O)n(C)c2[nH]1
  2	-13	-1	-3	0	3	0.2	-2	5	3
(10) O=C(CCN1C(=O)c2ccccc2C1=O)Nc1ccc(-c2nc3ccccc3o2)cc1
  3	1	-1	-2	-1	4	-0.8	3	-2	3
(11) COCc1[nH]nc2c1C1(C(=O)Nc3ccc(F)cc31)C(C#N)=C(N)O2 (stereo not given)
  -4	1	-5	0	3	-2	0.9	0	5	-2
(12) O=C(COC(=O)c1ccc(CO)cc1)c1ccc(S(=O)(=O)N2CCCCC2)cc1
  6	5	-1	-6	-8	-9	1.8	0	1	5
(13) Nc1c(C(=O)Nc2ccc(Cl)cc2)oc2ccccc12
  6	-7	-15	-1	1	1	-1.9	7	-5	-4
(14) O=C(COC(=O)c1cncc(Br)c1)NC1CCCCCC1
  -2	9	2	3	0	9	-2.0	0	1	-7
(15) CC(=O)Nc1ccc2[nH]c3ccccc3c2c1
  2	-2	-2	-8	0	5	-0.6	-2	-3	2
(16) Cc1nonc1OCC(C)(COc1nonc1C)NC(=O)c1ccc(Cl)cc1
  -2	5	-12	0	-1	3	-0.7	2	-3	-6
(17) O=C(COC(=O)Cc1cccs1)Nc1cccc(S(=O)(=O)N2CCOCC2)c1
  6	3	13	2	-2	3	0.6	2	3	1
(18) Cc1ccc(NC(=O)CSc2nnc(-c3cc(-c4ccc(Cl)cc4)n[nH]3)n2N)cc1
  6	-5	.	-2	-6	.	.	-1	-1	5
(19) CCOC(=O)C1=C(COC(=O)c2ccc(OC(C)C)cc2)NC(=O)NC1C (stereo not given)
  -10	0	-7	3	-2	3	-1.2	-3	-4	-2
(20) O=c1[nH]c2ccccc2nc1NCc1ccccc1
  -5	-9	-5	-7	-6	-5	-0.6	1	-3	5
(21) Cc1sccc1/C=N/NC(=O)c1ccco1
  1	2	2	4	-3	7	-1.6	-4	-2	-3
(22) CCCNC(=O)Cn1c(-c2ccc(F)cc2)cc(C(=O)OCC)c1C
  0	14	1	0	5	2	-0.8	-2	0	3
(23) O=C(Nc1cc(=O)[nH]c2nc(-c3ccccc3)nn12)c1ccccc1Cl
  3	7	-2	2	-5	0	-1.8	-6	-3	3
(24) COC(=O)c1ccc(CSc2ccccc2NC(=S)Nc2cccc(SC)c2)o1
  10	1	-15	1	10	2	-2.7	2	1	3
(25) COc1ccc2sc(-c3ccccc3OC)c(-c3ccc(O)cc3)c2c1
  7	-11	2	-1	4	12	-0.8	-2	-24	5
(26) Cc1ccccc1N/C(=N/S(=O)(=O)c1cc(F)ccc1F)c1ccccc1
  -1	0	-8	-4	-5	9	-0.8	-2	0	3
(27) CCN(CC)CCNC(=O)Cn1cnc2sc(C)c(S(=O)(=O)N3CCOCC3)c2c1=O
  3	-5	9	-2	-5	1	0.8	4	-10	0
(28) COc1ccc(S(=O)(=O)NC2CC(=O)N(c3cccc(F)c3)C2)cc1OC (stereo not given)
  1	12	-5	1	14	0	-3.4	-2	0	-2
(29) Cc1noc(C)c1C(=O)Nc1sccc1C(N)=O
  3	1	11	1	7	-3	-0.3	1	0	-4
(30) CCCOc1ccc(N2C(=O)CC(N(Cc3ccco3)C(=O)CCC(=O)O)C2=O)cc1 (stereo not given)
  3	4	3	-3	-4	-3	2.4	13	9	4
(31) COc1ccc(C(=O)N2CCC(=O)N(C(CO)Cc3ccccc3)CC2)cc1 (stereo not given)
  -7	1	-6	1	-5	11	-1.1	-1	4	-5
(32) Cc1oc2c(c1C(=O)c1ccc(Cl)cc1)C(=O)C(=O)c1ccccc1-2
  10	2	-2	1	4	11	-0.2	0	17	-6
(33) O=C(CSC1=Nc2ccccc2C2CC=NN12)Nc1ccc2c(c1)OCO2 (stereo not given)
  2	-16	-2	-6	2	3	-1.7	41*	-4	9
(34) COc1ccccc1NC(=O)CN1CCN(c2ccc(Cl)cc2)CC1
  -4	1	-7	1	5	10	0.2	0	-2	2
(35) COc1cc(CN(C)CC2CCCN(CCc3ccccc3F)C2)cc(Cl)c1OC (stereo not given)
  0	1	-4	-4	-1	4	-0.5	1	6	6
(36) Cc1ccc(S(=O)(=O)c2nc(-c3ccccc3Br)oc2N(C)C)cc1
  3	-12	-15	0	0	3	-3.1	0	0	0
(37) Cc1ccc(OCCNC(=O)c2cc(-n3cnnc3)ccc2Cl)cc1C
  3	0	-9	0	10	3	-1.9	-1	0	1
(38) COc1ccccc1C=NN=Cc1ccccc1O
  3	-12	-4	2	1	11	-1.9	-7	-3	-7
(39) Cc1ccc(NC(=O)CN2CCCCCC2)c(Br)c1
  -4	-2	-3	-2	3	-4	1.1	-2	3	3
(40) CC1CCN(C(=O)c2cc(Cl)nc3ccccc23)CC1
  -4	-8	6	0	-2	-1	-0.1	1	5	-1

Part of the list above, reformatted.
| no. | SMILES | rCAG binder | TDP2 inh | HTRA1 inhibitor | LEDGF integ inh | SIAE primary | TCR-CD3 inh | PG9 binder | PRMT1 FP inh | ABHD4 inh | NR1D1 modulator |
| --- | --- | --- | --- | --- | --- | --- | --- | --- | --- | --- | --- |
| 1 | CC1CCCCN1C(=O)Cn1nnc(-c2cccnc2)n1 (stereo not given) | -1 | 1 | -2 | -2 | 1 | 3 | -0.9 | 19 | 1 | 0 |
| 2 | COCCNC(=O)c1ccc(N2CC3CC(C2)c2cccc(=O)n2C3)c(NC(=O)c2ccc(F)cc2)c1 (stereo not given) | 1 | -24 | 3 | 3 | -9 | 3 | -2.3 | -7 | -7 | 2 |
| 3 | COc1ccc(NC(C)C(=O)N2CCN(Cc3ccccc3)CC2)cc1 (stereo not given) | -4 | -29 | -3 | 6 | -2 | -2 | 1.7 | -3 | -10 | 5 |
| 4 | COCC(C)(C)COS(N)(=O)=O | -2 | 14 | 4 | -1 | 7 | -1 | 1.8 | -6 | 0 | 6 |
| 5 | N#Cc1cccnc1N1CCN(C(=O)c2cccs2)CC1 | -6 | 4 | -2 | 2 | 1 | 6 | -1.3 | -1 | -2 | -5 |
| 6 | Cc1noc(C)c1C(=O)NC1=NCCS1 | -2 | -4 | -6 | 3 | -9 | 2 | -0.9 | 5 | 11 | -1 |
| 7 | CC(C)CN(C(=O)CSc1nncn1-c1ccccc1)c1c(N)n(CC(C)C)c(=O)[nH]c1=O | -5 | -2 | 4 | -3 | 7 | 4 | 1.6 | 5 | 3 | 3 |
| 8 | Cc1cccc(N2CCN(C(C(=O)NCc3ccccc3)c3ccc(C(F)(F)F)cc3)CC2)c1C (stereo not given) | 2 | 11 | . | 2 | 9 | 0 | 0.3 | 0 | 0 | -1 |
| 9 | CCCC(=O)NNc1cc(=O)c2c(=O)n(C)c(=O)n(C)c2[nH]1 | 2 | -13 | -1 | -3 | 0 | 3 | 0.2 | -2 | 5 | 3 |
| 10 | O=C(CCN1C(=O)c2ccccc2C1=O)Nc1ccc(-c2nc3ccccc3o2)cc1 | 3 | 1 | -1 | -2 | -1 | 4 | -0.8 | 3 | -2 | 3 |
| 11 | COCc1[nH]nc2c1C1(C(=O)Nc3ccc(F)cc31)C(C#N)=C(N)O2 (stereo not given) | -4 | 1 | -5 | 0 | 3 | -2 | 0.9 | 0 | 5 | -2 |
| 12 | O=C(COC(=O)c1ccc(CO)cc1)c1ccc(S(=O)(=O)N2CCCCC2)cc1 | 6 | 5 | -1 | -6 | -8 | -9 | 1.8 | 0 | 1 | 5 |
| 13 | Nc1c(C(=O)Nc2ccc(Cl)cc2)oc2ccccc12 | 6 | -7 | -15 | -1 | 1 | 1 | -1.9 | 7 | -5 | -4 |

Later entries.
Under each structure: rCAG binder	TDP2 inh	HTRA1 inhibitor	LEDGF integ inh	SIAE primary	TCR-CD3 inh	PG9 binder	PRMT1 FP inh	ABHD4 inh	NR1D1 modulator
(41) N#CCCn1cnc2ccccc21
  -1	7	0	2	10	-2	0.1	-1	6	2
(42) Cc1cccn2c(=O)c(/C=C(\C#N)S(=O)(=O)c3ccc(Cl)cc3)c(N3CCC(C(N)=O)CC3)nc12
  5	-9	2	0	-12	4	0.4	-2	-5	-4
(43) CCN(C(=O)c1ccc(=O)[nH]c1)c1c(N)n(Cc2ccccc2)c(=O)[nH]c1=O
  0	-2	1	1	3	-1	-0.7	4	1	7
(44) O=C(NCc1ccc2c(c1)OCO2)c1ccc(CS(=O)(=O)Cc2cccc(Cl)c2)o1
  6	-17	-6	-2	-2	-5	-0.1	4	-12	3
(45) O=C(Nc1ccc(C(=O)OC2CCCCC2)cc1)c1ccncc1
  3	-24	-19	-2	-16	-10	0.9	14	-27	5
(46) COc1cc(NC(=O)C/C(C)=N/NC(=O)Cc2ccccc2)c(OC)cc1Cl
  4	-15	-1	-3	2	-1	-0.9	4	-9	1
(47) Cc1ccc(OCC2Cn3c(nc4c3c(=O)[nH]c(=O)n4C)O2)cc1 (stereo not given)
  -1	-8	1	-2	-1	3	-0.3	-4	2	4
(48) COc1ccccc1C1(O)C(=O)Nc2ccc(C)cc21 (stereo not given)
  5	5	0	-5	-10	2	-3.0	7	-3	2
(49) Cc1c(C)c(C)c(S(=O)(=O)NCCc2ccncc2)c(C)c1C
  -6	14	4	-1	2	3	0.3	-2	1	5
(50) Cc1nc(NS(=O)(=O)c2ccccc2)sc1NC(=O)OCCN(C)C
  4	-4	3	-2	2	2	-3.1	6	2	1
(51) COC(=O)C1=C(C)OC(N)=C(C#N)C1c1ccco1 (stereo not given)
  4	-19	4	4	0	-6	0.2	4	1	1

2 records drawn at random from those above, as already listed:
Under each structure: rCAG binder	TDP2 inh	HTRA1 inhibitor	LEDGF integ inh	SIAE primary	TCR-CD3 inh	PG9 binder	PRMT1 FP inh	ABHD4 inh	NR1D1 modulator
(20) O=c1[nH]c2ccccc2nc1NCc1ccccc1
  -5	-9	-5	-7	-6	-5	-0.6	1	-3	5
(38) COc1ccccc1C=NN=Cc1ccccc1O
  3	-12	-4	2	1	11	-1.9	-7	-3	-7

Some of the compounds tested; rates above refer to the full screens.
